# High-throughput results: PubChem BioAssay, National Center for Advancing Translational Sciences (NCATS)
# HttQ103 aggreg: mutant huntingtin aggregation inhibition. PC12 HttQ103-GFP aggregates, Acumen cytometry, 40 h. Potency, µM (doses to about 46.1 µM), for the others: top-dose activity change, negative = inhibition, usual class: inhibitors. 1.1% of 220,000 active; further: on the % scale 0 is the no-effect control and ±100 the full control effect; nearly all actives have a fitted effect of over 60% in size
#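 Aggregates are detected as GFP objects 1–25 µm with signal 6 STDEV over background in lysates of induced PC12 cells. These carry Huntingtin exon 1 with 103 glutamines fused to GFP under an ecdysone promoter; compounds titrated.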
# HTT cytoprotect: Huntington cell model cytoprotection by ATP luminescence. PC12 HTT-Q103 induced, cytoprotection, ATP luminescence, 40 h. Potency, µM (series often up to 56.4 µM), without a hit: cytoprotection (ATP increase), most hits filed as activators. 0.14% of 230,000 active;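 further: % of control where 0% means no effect; nearly all actives have a fitted effect of over 45% in size; toxic huntingtin expression switched on by the ecdysone agonist tebufenozide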
#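 Stable PC12 Q103-GFP cells in serum-supplemented, phenol red-free DMEM; induction by tebufenozide at 100 nM final; compound dose series; cell viability quantified luminescently from ATP.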
# GoLoco inh red: blocks human Gai1 binding to RGS12 GoLoco peptide, red readout; P63096; Gai1:RGS12 GoLoco peptide FP, rhodamine, 10 min; Potency, µM (highest dose often 61.6 µM), without a hit: top-dose activity, negative = inhibition, hits mostly inhibitors; 0.44% of 230,000 active; AID 880; active means well fitted inhibition curve with a large enough effect, not every such curve was filed as active; inactive means no such curve, though single readings can be large or run the other way; further: on the % scale 0 is the no-effect control and ±100 the full control effect; nearly all actives have a fitted effect of over 30% in size; many of its hits are not listed in these tables
# Target sequence (P63096 whole entry, looked up): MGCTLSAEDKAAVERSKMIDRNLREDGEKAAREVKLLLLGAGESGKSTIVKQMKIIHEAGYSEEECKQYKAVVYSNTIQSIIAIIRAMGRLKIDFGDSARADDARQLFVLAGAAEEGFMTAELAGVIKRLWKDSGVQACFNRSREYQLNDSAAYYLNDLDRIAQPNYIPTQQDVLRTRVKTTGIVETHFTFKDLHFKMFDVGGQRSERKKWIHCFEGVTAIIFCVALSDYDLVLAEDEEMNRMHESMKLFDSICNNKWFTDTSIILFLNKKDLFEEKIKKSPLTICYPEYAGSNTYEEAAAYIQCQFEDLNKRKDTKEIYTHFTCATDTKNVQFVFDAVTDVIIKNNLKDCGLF
# IMPase Li cell: cell-permeable IMPase inhibitors with lithium potentiation. AID 1457. 0.35% of 210,000 active. Potency, µM (highest dose often 59.4 µM), inactives show at the highest dose activity, negative = IMPase inhibition, actives largely listed as inhibitors. CHO-M1 cells, IP1 TR-FRET (IP-One), carbachol + lithium;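 further: IP1 builds up when IMPase is blocked and the TR-FRET signal falls; plate controls were basal vehicle for no effect and high inhibitor control for full effect; nearly all actives have a fitted effect of over 50% in size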
#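 CHO cells stably expressing M1 receptor (2000/well, cultured 16–30 h) treated 30 min at 37C with compound plus low lithium. Cytosolic IP1 by TR-FRET (665/620 ratio and 620 channel) after 10 min lysis; AC50 by Hill fit.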
# GAA inh: inhibitors of human lysosomal alpha-glucosidase | AID 1466 | Potency, µM (titrated, usually from 76.9 µM), for inactives: at the highest dose activity change, negative = inhibition, hits mostly inhibitors | 0.005% of 200,000 active | purified human GAA, 4-MU-alpha-glucoside fluorescence | P10253;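 further: plate controls were uninhibited enzyme wells for no effect and no-enzyme background for full effect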
#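 Human enzyme at 4 nM with 400 uM 4-methylumbelliferyl-alpha-D-pyranoside, citrate/phosphate buffer pH 5.0, 0.005% Tween-20, 20 min at room temperature. Compounds up to 77 uM. 4-MU fluorescence (Ex 365/Em 440) read after NaOH/glycine stop; AC50 from Hill fit.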
# GAA spleen mod: inhibits or activates alpha-glucosidase in human spleen homogenate. human spleen homogenate, 4-MU-alpha-glucoside fluorescence. Potency, µM (series often up to 79.9 µM), for the others: at the top dose activity change, negative = inhibition, hits mostly inhibitors. 0.006% of 240,000 active. AID 2112;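 further: 0% = enzyme with vehicle and -100% = no enzyme basal signal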
#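 Compounds were titrated against alpha-glucosidase in spleen homogenate at pH 5.0, with 1 mM 4-methylumbelliferyl substrate for 40 min at 37 C. Reactions were quenched with pH 10 NaOH/glycine and fluorescence measured.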
# GAA glycogen: inhibitors or activators of human alpha-glucosidase glycogen cleavage. P10253. recombinant GAA, glycogen substrate, Amplex Red glucose oxidase fluorescence. Potency, µM (highest dose often 76.4 µM), for inactives: top-dose activity change, negative = inhibition, hits mostly inhibitors. 0.38% of 300,000 active;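 further: 0% = full enzyme reaction and -100% = no-enzyme basal signal; the screen sought inhibitors and activators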
#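 Recombinant enzyme (4 nM final) with compounds titrated up to 77 uM and bovine liver glycogen (30 ug) in citrate pH 5.0, 0.01% Tween-20, 37 C 40 min. Released glucose detected by Amplex Red/glucose oxidase (Ex 573/Em 610); AC50 from Hill fits.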
# Numbers without * were called inactive; ? = inconclusive; · = not tested or not shown; & = joins results of further samples; [ ] = another dose, or the depositor's remark. Unless noted, the call rests on the fitted dose curve; in most records, active means well fitted curve in the direction sought with a large enough effect; inconclusive means small, poorly fitted or top-dose-only effect, or another doubt; inactive means no such curve, though single readings can be large; an effect the other way counts as inactive or inconclusive. Potency means the concentration at half of the fitted maximal effect. A portion of the library. The share of hits here may be higher or lower than overall.
no.	structure	HttQ103 aggreg	HTT cytoprotect	GoLoco inh red	IMPase Li cell	GAA inh	GAA spleen mod	GAA glycogen
1	Cc1ccc(NC(=O)CSCC(N)=O)cc1C	11%	-25%[0.074 µM]	12%	3%[38.3 µM]	-10%	-4%	1%
2	COCc1c(Br)c(C)nc(OCC(=O)O)c1C#N	6%	1%[1.9 µM]	2%	2%[38.3 µM]	4%	-3%	4%
3	COc1ccc(CNc2ncncc2-c2ccc(N(C)C)cc2)c(OC)c1	·	-32%[inhibitor]	-9%	0%	·	-1%	·
4	OC(COc1cccc2ccccc12)CN1CCN(c2ccc(Cl)cc2)CC1 (centres undefined)	-11%[9.22 µM]	-15%[10 µM]	3%	·	·	5%	3%&-10%
5	COc1ccc2c(c1)C(=O)[C@@H](OC(=O)NCc1ccc3c(c1)OCO3)[C@H](c1ccc(OC)c(Br)c1)O2	-27%	-3%	1%&7%	23%&8%	2%[15.4 µM]	-7%&2%	-20%
6	CCOC(=O)c1oc2cc(O)ccc2c(=O)c1-c1ccc(OC)cc1	14%	-20%	9%	-3%[38.3 µM]	5%	0%	8%
7	CCNC(=O)c1ccc(-n2nc(C(F)(F)F)c3c2CCCC3)cc1	-11%	-12%	-1%	10%[38.3 µM]	2%	-1%	-7%
8	Cc1cc(Cl)c(S(=O)(=O)N2CCN(c3ccc(F)cc3)CC2)cc1OCC(N)=O	4%	10%	-5%	8%[38.3 µM]	-15%	-14%	9%
9	c1csc(C(c2nnnn2C2CCCCC2)N2CCCC3(CCCCC3)C2)c1 (centres undefined)	-4%	22%[1.9 µM]	3%	23%	-9%	-10%	0%
10	CCC1CCCCN1C(=O)CSc1nnc(-c2cccs2)o1 (centres undefined)	-9%	-53%[inhibitor]	2%	-5%[38.3 µM]	2%	1%	4%
11	COc1ccc(C)cc1S(=O)(=O)N(C)CC(=O)NC1CCCCC1	0%	6%	-2%	23%[38.3 µM]	?	-6%	2%
12	CCOc1[nH]n(-c2ccc(Cl)cc2)c(=O)c1C=Nc1ccc(O)cc1	-2%	-19%	33%[activator]	-2%[38.3 µM]	9%	-5%	9%
13	CCC(C)NC(=O)CSc1ncccc1C(=O)O (centres undefined)	18%	5%	5%	-9%[38.3 µM]	-6%	-9%	5%
14	C/C(=N\NS(=O)(=O)c1ccc(C)c([N+](=O)[O-])c1)c1ccc2c(c1)OCO2	0%	-33%[inhibitor]	1%	-7%	3%	0%	-19%
15	COC(=O)CCc1nc2c(C#N)c(-c3ccc(Cl)cc3)ccn2n1	-8%	-13%[10 µM]	-10%	1%	-8%	-3%	-6%

# The closing two compounds of the part before come first, to join the parts.
no.	structure	HttQ103 aggreg	HTT cytoprotect	GoLoco inh red	IMPase Li cell	GAA inh	GAA spleen mod	GAA glycogen
14	C/C(=N\NS(=O)(=O)c1ccc(C)c([N+](=O)[O-])c1)c1ccc2c(c1)OCO2	0%	-33%[inhibitor]	1%	-7%	3%	0%	-19%
15	COC(=O)CCc1nc2c(C#N)c(-c3ccc(Cl)cc3)ccn2n1	-8%	-13%[10 µM]	-10%	1%	-8%	-3%	-6%
16	COC(=O)c1c(NC(=O)c2ccccc2)sc2c1CC(C)(C)OC2	11%[9.22 µM]	0%	12%	24%[38.3 µM]	9%	0%	0%
17	CN(Cc1ccccc1)C(=O)c1ccccc1Br	3%	·	-8%	-5%	0%	-2%	7%
18	CC(=O)Nc1ccc(-c2c(C)cc3oc(=O)cc(-c4ccccc4)c3c2C)cc1	·	-218%[inhibitor]	-8%[88.7 µM]	26%	·	4%[119 µM]	·
19	CCCn1c(-c2ccc(F)cc2)nc2c(NC3CCN(Cc4ccccc4)C3)nc(C)nc21 (centres undefined)	·	-18%	3%	15%	·	8%	·
20	CC1(C)C(N(O)C(=O)Nc2ccc(Cl)cc2)N(c2ccc(Cl)cc2)C(=O)N1CC(=O)NN (centres undefined)	22%	4%	12%	36%[activator][38.3 µM]	-8%	-5%	?
21	O=C(CCN1CCc2ccccc2C1)c1ccc2c(c1)OCCO2	23%	10%	-19%	34%[activator][38.3 µM]	8%	0%	-10%
22	Cc1c(C)n(O)c2ccc3nonc3c12	-17%[9.22 µM]	-15%[10 µM]	1%	·	·	2%	-21%
23	C=CCNC(=O)/C(=C\c1ccc(OC)cc1)NC(=O)c1ccc([N+](=O)[O-])cc1	8%	9%[10 µM]	8%	0%	-1%	2%	-1%
24	C=C(C)C1Cc2nc(N)nc(C)c2C1 (centres undefined)	-10%	-26%	14%	-8%[38.3 µM]	3%	-3%	3%
25	CCc1ccc2c(c1)C1(SC(NC(C)=O)=NN1C(C)=O)C(=O)N2C(C)C (centres undefined)	-16%	-5%	-9%	-6%[38.3 µM]	1%	8%	-6%
26	CSc1ccc(/C=N\NC(=O)CC(=O)NC(C)C)cc1	4%[9.22 µM]	23%[10 µM]	9%	1%	?	3%	18%
27	COc1ccc(C(=O)N2CCN(C3CCC(c4ccccc4)CC3)CC2)cc1OC (centres undefined)	-13%	-2%[10 µM]	-6%	32%[38.3 µM]	-4%	1%	-19%
28	Cc1noc(C)c1C(=O)N1CCC2(CC1)CCN(c1ccncc1)CC2	·	-33%[inhibitor]	-4%	7%	·	10%	·
29	COc1ccc(OCC(=O)N2CCN(C(=O)COc3ccc(Br)cc3)CC2)cc1	-4%	-10%[10 µM]	8%	16%[38.3 µM]	-3%	2%	3%
30	CCN(CC)C(=O)CCCc1c[nH]c2ccccc12	-12%[9.22 µM]	-6%[10 µM]	6%	4%	5%	-10%	-9%
31	Cc1ccc(C(=O)c2cnc3ccccc3c2-c2ccccc2)cc1	?	-30%	7%	8%[38.3 µM]	4%	-2%	-10%
32	O=C(N/N=C/C(Cl)=C\c1ccccc1)c1ccco1	1%[9.22 µM]	-10%[10 µM]	13%	·	·	8%	-3%
33	CC(C)(C)NC(=O)c1ccc(NC(=O)CSc2ccccc2)cc1	-8%[9.22 µM]	-48%[inhibitor]	4%	9%	-18%	-7%	-11%
34	CCC(=O)Nc1cccc(NC(=S)NC(=O)c2ccccc2C)c1	-19%	-29%	-2%	-13%	-1%	·	-2%
35	CCOC(=O)N1CCN(C(=O)CN(C2CCCCC2)S(=O)(=O)c2ccc(Cl)cc2)CC1	2%	-16%	11%	15%[38.3 µM]	-2%	-4%	-14%
36	S=c1[nH]nc(-c2n[nH]c3c2CCC3)n1/N=C/C=C/c1ccco1	12%[9.22 µM]	20%[10 µM]	-1%	·	-2%[15.4 µM]	3%	-28%
37	CC(/C=C(\NC(=O)c1ccccc1)C(=O)N=Nc1c(O)[nH]c2ccc(C)cc12)=C\c1ccccc1	12%	-4%	-4%	6%[38.3 µM]	-4%	0%	8%
38	CCC(c1nnnn1Cc1cccs1)N1CCN(C(=O)c2ccco2)CC1 (centres undefined)	22%[9.22 µM]	21%[10 µM]	-4%	11%	14%	4%	6%
39	O=C(NNC(=S)Nc1ccc(Cl)cc1)c1cccs1	7%[9.22 µM]	10%[10 µM]	6%	-2%	0%	6%	?
40	COC(=O)C(C)Sc1nc(N)c(NC(=O)c2ccco2)c(=O)[nH]1 (centres undefined)	18%[9.22 µM]	-1%[10 µM]	-2%	-2%	·	0%	7%
41	COc1ccc2c(c1)c1ncnc(N3CCN(Cc4ccc5c(c4)OCO5)CC3)c1n2C	?	?	8%	-2%[38.3 µM]	1%	2%	0%
42	COc1ccc(OC)c(/C=N/NC(=O)c2ccc(N(C)S(=O)(=O)c3ccccc3)cc2)c1	-29%	-23%	7%	4%	14%	-9%	6%
43	Cc1nc(NC(=O)c2ccccc2)sc1-c1csc(N)n1	-29%	-56%[inhibitor][10 µM]	0%	3%[38.3 µM]	-4%	0%	1%
44	COC(=O)C1=C(Nc2cc(Cl)cc(Cl)c2)CSC1	18%[9.22 µM]	-15%[10 µM]	7%	·	·	-2%	0%
45	CCCCNS(=O)(=O)c1ccc(OC)c(C)c1	-5%	13%[10 µM]	4%	8%	0%	-1%	3%

# Entries of single compounds, looked up by structure. Screens in order: HttQ103 aggreg, HTT cytoprotect, GoLoco inh red, IMPase Li cell, GAA inh, GAA spleen mod, GAA glycogen
# Listed for `CCOC(=O)N1CCN(C(=O)CN(C2CCCCC2)S(=O)(=O)c2ccc(Cl)cc2)CC1` = 2%, -16%, 11%, 15%[38.3 µM], -2%, -4%, -14%
# Listed for `CC(/C=C(\NC(=O)c1ccccc1)C(=O)N=Nc1c(O)[nH]c2ccc(C)cc12)=C\c1ccccc1` = 12%, -4%, -4%, 6%[38.3 µM], -4%, 0%, 8%
# Listed for `O=C(N/N=C/C(Cl)=C\c1ccccc1)c1ccco1` = 1%[9.22 µM], -10%[10 µM], 13%, ·, ·, 8%, -3%
# Listed for `COc1ccc(OC)c(/C=N/NC(=O)c2ccc(N(C)S(=O)(=O)c3ccccc3)cc2)c1` = -29%, -23%, 7%, 4%, 14%, -9%, 6%

# More compounds:
no.	structure	HttQ103 aggreg	HTT cytoprotect	GoLoco inh red	IMPase Li cell	GAA inh	GAA spleen mod	GAA glycogen
46	CCc1ccc(-n2c(SCC(=O)N3Cc4ccccc4CC3C(=O)O)nnc2-c2ccncc2)cc1 (centres undefined)	3%[9.22 µM]	13%[10 µM]	-11%	·	·	2%	-13%
47	CC(C)CO[C@H](c1ccc2c(c1)OCO2)[C@H](C)Br	·	-2%[10 µM]	8%[14.2 µM]	-3%	·	·	·
48	COc1ccc(-n2c(SCC(=O)N3CCc4ccccc43)nnc2-c2c[nH]c3ccccc23)cc1	5%	·	10%	-14%	-12%[15.4 µM]	0%	-2%
49	O=C(COC(=O)CC(c1ccccc1)c1ccccc1)Nc1ccc(F)c(F)c1	-22%	-195%[inhibitor]	5%	12%	-15%	-4%	?
50	CCOC(=O)N1CCC(NC(=O)CCC(=O)N2CC(C)Oc3ccc(Cl)cc32)CC1 (centres undefined)	-6%	12%[10 µM]	-11%	8%[38.3 µM]	-4%	-14%	1%
51	COC(=O)C1=C(C(=O)OC)C(c2cc(Br)ccc2O)c2sc(=O)[nH]c2S1 (centres undefined)	-8%	?	-2%	1%	0%	-3%	-11%
52	CCCOC(=O)c1c(NC(=O)CSc2nc(-c3ccco3)cc(C(F)(F)F)n2)sc(C(=O)OC)c1C	8%	-3%	17%	42%[activator][38.3 µM]	-6%	-5%	-5%
53	COCCCNCC(O)COc1cccc2[nH]c(C)cc12 (centres undefined)	-9%	-7%	-1%	22%	0%	·	-8%
54	CC(O)c1cccc(NC(=O)CCC(=O)O)c1 (centres undefined)	10%	-13%	3%	-11%[38.3 µM]	-6%	7%	1%
